# Source: PubChem BioAssay
# PPC-1+TRAIL kill – compounds killing PPC-1 cancer cells with TRAIL present, primary screen, TRAIL potentiator project, ATPLite luminescence, uHTS | PPC-1 cells + TRAIL, ATPLite viability luminescence | cell killing (% activity), % at 4 µM | hit rate 0.41% among 220,000 | AID 1443, 2008;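 active = cell killing above 50% in the first pass at 4 µM, then a duplicate retest at 5 µM averaging 50% or more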;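 note: plate controls were cells with TRAIL plus DMSO for no effect and medium-only wells lacking cells for full effect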
# Calpain2 inh – inhibitors of pig calpain II, primary screen, biochemical, fluorogenic peptide substrate, 1536-well; hit rate 0.37% among 220,000; inhibition, % at 16 µM; purified calpain II, 30 min;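 active = inhibition above about 50%, limit read from the data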
# KCC2 mod – KCC2 cotransporter modulators, thallium flux, primary screen, cell-based, HEK293 KCC2, FluoZin-2 fluorescence, MLSMR; Solute carrier family 12 member 5 (Homo sapiens), Q9H2X9; KCC2 cells, thallium flux FluoZin-2 fluorescence; B-score of Tl+ flux slope (higher = more flux/activation; lower = inhibition) at 10 µM; hit rate 2.2% among 190,000;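 active = thallium flux slope and its plate-corrected score both differing from the plate sample mean at a set confidence after two filtering rounds, in either direction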;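 note: slope of fluorescence scaled to starting intensity during 10 to 20 s after thallium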
# thrombin 1536 – human alpha-thrombin inhibitors, primary screen, counter-screen for coagulation protease inhibitor project, biochemical, 1536-well, fluorogenic AMC substrate. inhibition, % at 5 µM. Prothrombin (Homo sapiens), P00734. hit rate 0.26% among 220,000. Boc-VPR-AMC fluorogenic substrate cleavage;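 active = inhibition at or above 40%; inactive = inhibition below 40%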;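 note: 0% = enzyme with no compound and 100% = wells without enzyme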
#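 Test system: human alpha-thrombin protein / Dosing: one concentration per compound, 5 µM, with 0.2% DMSO / Medium: pH 7.5 Tris-saline with Tween 20 / Benchmarks: no-compound enzyme wells and no-enzyme blanks / Read-out basis: percent inhibition of thrombin substrate cleavage / Timing: reaction at room temperature / Measured by: fluorescence, ex 355 nm, em 460 nm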
# TRPN1 ag – zebrafish TRPN1 channel agonists, primary screen, cell-based, HEK293, calcium fluorescence. transient receptor potential cation channel N1 (TRPN1/NompC), Danio rerio. HEK293 zebrafish TRPN1-YFP, Fluo-8 calcium fluorescence; 100% = response to 87 µM carbachol. activation, % at 3 µM. hit rate 0.18% among 220,000. AID 1424, 2008;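 active = activation above its plate's cutoff, the mean activation of test wells on that plate plus 3 SD, cut at about 19% in these data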;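 note: 0% = DMSO alone and 100% = 87 µM carbachol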
#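 Material: zebrafish TRPN1-YFP in HEK293 cells. Doses: one dose of 3 µM, 0.3% DMSO. Incubation: dye 1 h 37 °C plus 30 min RT. Measured by: intracellular calcium fluorescence with Fluo-8.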
# TRPML3 ag – human TRPML3 channel agonists, primary screen, cell-based, HEK293 TRPML3-YFP, Fluo-8 calcium fluorescence, 3 µM; hit rate 0.29% among 220,000; 100% = the carbachol control signal; activation, % at 3 µM; Mucolipin-3 (Homo sapiens), Q8TDD5;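 active = activation above its plate's cutoff, the mean activation of the plate's test wells plus 3 SD, cut at about 12% in these data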;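 note: 0% = DMSO only wells and 100% = carbachol wells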
#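 Material: TRPML3-YFP stable HEK293 cells | Dosing: One concentration, 3 µM nominal, 0.3% DMSO | Timing: 125 s total fluorescence read per well | Technique: Fluo-8 calcium dye fluorescence, ex 470-495, em 515-575 nm | Measure: Percent activation from peak-to-basal fluorescence ratio, scaled between DMSO and carbachol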
# EBV gp42 block – Epstein-Barr virus gp42 inhibitors, primary screen, biochemical, uHTS, fluorescence polarization; Glycoprotein 42 (Epstein-Barr virus (strain AG876)), Q1HVG2; Fluorescence polarization binding assay, mP read-out; inhibition, % (tested at 21.74 µM); hit rate 0.42% among 220,000; in the data active = inhibition above about 50%
# Target sequence (Q1HVG2 whole entry, looked up): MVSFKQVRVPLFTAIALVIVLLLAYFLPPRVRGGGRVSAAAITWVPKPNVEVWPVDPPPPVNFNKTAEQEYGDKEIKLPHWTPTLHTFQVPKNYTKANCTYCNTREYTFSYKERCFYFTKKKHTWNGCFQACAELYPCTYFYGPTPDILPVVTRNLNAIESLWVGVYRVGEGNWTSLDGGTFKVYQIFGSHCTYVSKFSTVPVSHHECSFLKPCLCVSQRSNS
# TbHK1 inh – Trypanosoma brucei hexokinase 1 inhibitors, primary screen, biochemical, G6PDH-coupled NADH absorbance, MLSCN library; recombinant TbHK1, G6PDH-coupled NADH A340; hit rate 0.11% among 220,000; inhibition, % at 10 µM; AID 1430, 2008;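 active = inhibition of 50% or more in the single-dose primary screen; inactive = inhibition below 50%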
# Furin inhibitor – human furin inhibitors, primary screen, biochemical, fluorescence intensity | inhibition, % at 30 µM | purified furin, fluorogenic substrate cleavage | P09958 | hit rate 0.061% among 220,000; in the data active = inhibition above about 25%; note: inactives centre near -15
# Target sequence (P09958 108-714 limits assumed): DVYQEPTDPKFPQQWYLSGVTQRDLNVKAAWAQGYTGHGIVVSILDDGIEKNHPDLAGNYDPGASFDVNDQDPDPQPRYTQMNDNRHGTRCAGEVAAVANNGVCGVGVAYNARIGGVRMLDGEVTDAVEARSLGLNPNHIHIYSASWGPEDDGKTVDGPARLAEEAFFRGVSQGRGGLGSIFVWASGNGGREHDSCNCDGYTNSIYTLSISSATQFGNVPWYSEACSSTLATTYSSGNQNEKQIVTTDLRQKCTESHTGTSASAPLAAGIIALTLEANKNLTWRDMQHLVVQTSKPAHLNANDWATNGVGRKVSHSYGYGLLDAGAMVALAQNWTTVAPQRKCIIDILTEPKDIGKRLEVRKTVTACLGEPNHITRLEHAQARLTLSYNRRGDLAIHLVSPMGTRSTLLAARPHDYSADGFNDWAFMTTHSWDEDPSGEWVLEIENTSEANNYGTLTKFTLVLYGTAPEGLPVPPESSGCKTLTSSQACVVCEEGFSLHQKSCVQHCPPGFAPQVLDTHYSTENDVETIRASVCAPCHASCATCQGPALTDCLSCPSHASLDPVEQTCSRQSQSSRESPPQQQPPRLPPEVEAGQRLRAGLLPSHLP
# The depositor's hits bear a star; / = not tested or not shown; [ ] = remark or other dose.
SMILES,PPC-1+TRAIL kill,Calpain2 inh,KCC2 mod,thrombin 1536,TRPN1 ag,TRPML3 ag,EBV gp42 block,TbHK1 inh,Furin inhibitor
COc1ccccc1NC(=O)CCc1nc(-c2cccs2)no1,-14,-24,/,1,0.0,0.7,-7,-2,-11[20 µM]
CN(C)S(=O)(=O)c1cccc(-c2nn(-c3ccccc3)cc2/C=C2\SC(=S)NC2=O)c1,3,21,-2,-1,0.7,1.9,-35,6,2
COc1c(O)cccc1-c1nnn(CCC(=O)OCC(=O)c2ccccc2)n1,-2,2,-1.9,3,2.3,0.7,-5,2,-26
CCN(CC)Cc1cc(CC(C(N)=O)C(N)=O)ccc1OC,17,5,1.4,-2,1.1,1.3,-19,33,-13
CCCn1nnnc1NCc1c(F)cccc1Cl,14,-18,-1.2,-4,-0.5,0.4,-12,1,-30
CC(NC(=O)CSc1nc2c(cc1C#N)CN(C)CC2)c1ccccc1 (centres undefined),3,-4,0.54,-12,1.1,0.7,-1,-11,-14
COC(=O)c1ccc(-c2ncc[nH]2)cc1,4,-446,-0.14,1,0.0,0.6,-2,1,-19
Cc1ccc(S(=O)(=O)CCC(=O)N2CCc3ccccc32)cc1,1,-43,0.74,-11,-1.3,0.3,-3,0,-16[20 µM]
COc1cc2c(cc1OC)C(C1C(=O)CC(C)(C)CC1=O)N(C(=O)CCl)CC2 (centres undefined),12,-37,0.94,-13,0.0,1.2,-7,16,-10
CCCn1c(N)c(C(=O)COc2ccc(Br)cc2F)c(=O)n(C)c1=O,20,29,-0.36,-2,4.8,2.0,13,1,-20
CC(=O)N1CCCc2cc(S(=O)(=O)CCC(=O)N3CCN(c4cccc(C)c4)C(C)C3)ccc21 (centres undefined),10,-2,-3.6*,-3,3.7,1.4,-21,-8,-42
COc1ccc(CNC(=O)c2c(F)c(F)c(F)c(F)c2F)cc1,18,-1,0.039,-8,-2.5,-0.2,-12,26,-15
Cc1ccn2c(NCc3ccc4c(c3)OCO4)c(-c3ccc(O)cc3)nc2c1,36,-19,1.3,-5,0.7,-0.1,-22,-3,-4[20 µM]
CC(C)NC(=S)NC(=O)/C=C/c1cccc2ccccc12,15,20,1.3,3,1.4,0.2,1,-2,-10
Cc1ccc(P(C)(=O)c2ccc(C)cc2)cc1,2,-14,0.45,3,0.2,0.5,-20,9,-2[20 µM]
Cc1ccccc1Nc1nc(=O)c2cc([N+](=O)[O-])ccc2s1,20,6,4.2*,-11,0.5,1.1,-2,-3,-23
O=C(CCN1CCc2ccccc2C1)Nc1ccc(F)cc1,6,-2,-0.89,2,-0.3,0.7,-21,5,-17
CC(C)(C)n1nc2c(c1NC(=O)Cc1cccs1)CSC2,-21,-63,0.82,-1,0.3,0.2,-12,-13,-24
Cc1nc(N2CCOCC2)c(C#N)c2c1COC(C)(C)C2,9,-151,-1.3,-1,-0.7,0.8,-4,-5,-52[20 µM]
Cc1nonc1OC(C)CNCCNc1ccc([N+](=O)[O-])cc1 (centres undefined),14,-14,-1,2,-0.5,0.7,-1,-22,1
CC(C)(C)NC(=O)CN(Cc1cccs1)C(=O)CN1C(=O)C(=O)c2ccccc21,/,14,1.3,8,1.5,0.0,0,9,-6
COc1ccccc1NS(=O)(=O)c1ccc(N2CCOCC2)c(NC(=O)c2ccco2)c1,-11,12,0.12,/,2.5,0.7,4,5,-1
CCC(=O)N1CCN(c2ccc(NC(=O)c3cc4ccccc4o3)cc2)CC1,8,1,0.29,1,6.0,1.8,-11,-22,-4[20 µM]
O=C1CN(C(=O)CSc2nc(-c3ccccc3)cs2)c2ccccc2N1,5,3,-1.3,-8,0.3,0.9,-18,23,-13
COc1ccc(NC(=O)CC2C(=O)N(c3ccc(OC)cc3)C(=S)N2NC(=O)c2cccc(F)c2)cc1 (centres undefined),30,-6,-1,1,0.3,0.0,-12,3,-19
CN1C(=O)CC(NNC(=O)c2ccc(Cl)cc2)C1=O (centres undefined),14,16,1.5,0,1.2,-0.6,-6,5,5[20 µM]
COc1ccccc1CNC(=O)C(C)NS(=O)(=O)c1ccc(Br)cc1 (centres undefined),3,0,-0.98,-1,-1.3,-1.1,-16,-3,-12[20 µM]
COc1ccc(CCNC(=O)C2CCN(S(C)(=O)=O)CC2)cc1OC,16,-1,0.21,0,-0.3,0.7,-19,3,-19[20 µM]
CC(=O)c1c(C)nc2nonc2c1N,-2,-248,/,1,1.3,1.3,-12,-6,-15
COC(=O)c1c(C)[nH]c(C(=O)CC#N)c1C,-4,-26,0.028,13,-0.9,0.9,-20,-1,-34

# Record cards, as listed above.
# CC(=O)c1c(C)nc2nonc2c1N is listed as PPC-1+TRAIL kill = -2; Calpain2 inh = -248; KCC2 mod = /; thrombin 1536 = 1; TRPN1 ag = 1.3; TRPML3 ag = 1.3; EBV gp42 block = -12; TbHK1 inh = -6; Furin inhibitor = -15
# CCC(=O)N1CCN(c2ccc(NC(=O)c3cc4ccccc4o3)cc2)CC1 is listed as PPC-1+TRAIL kill = 8; Calpain2 inh = 1; KCC2 mod = 0.29; thrombin 1536 = 1; TRPN1 ag = 6.0; TRPML3 ag = 1.8; EBV gp42 block = -11; TbHK1 inh = -22; Furin inhibitor = -4[20 µM]
# CN1C(=O)CC(NNC(=O)c2ccc(Cl)cc2)C1=O (centres undefined) is listed as PPC-1+TRAIL kill = 14; Calpain2 inh = 16; KCC2 mod = 1.5; thrombin 1536 = 0; TRPN1 ag = 1.2; TRPML3 ag = -0.6; EBV gp42 block = -6; TbHK1 inh = 5; Furin inhibitor = 5[20 µM]

# Next part
SMILES,PPC-1+TRAIL kill,Calpain2 inh,KCC2 mod,thrombin 1536,TRPN1 ag,TRPML3 ag,EBV gp42 block,TbHK1 inh,Furin inhibitor
O=C(CSc1nc2ccccc2c(=O)n1-c1ccc(F)cc1)NCc1ccco1,7,-169,-1.3,2,0.1,0.1,-4,-38,-15[20 µM]
CCC(CC)NC(=O)Nc1ccccc1C(F)(F)F,18,6,0.5,-3,-1.0,0.0,-4,3,-16
c1cncc(C(c2nnnn2C2CCCCC2)N2CCN3CCCC3C2)c1 (centres undefined),5,-13,-0.039,-2,1.5,0.2,-15,6,-22[20 µM]
COc1cc(C(=O)Oc2cccc(Nc3ncnc4ccccc34)c2)cc(OC)c1OC,0,-11,-0.084,-3,5.0,2.0,-14,-12,-10[20 µM]
Clc1ccc(Cc2nc(-c3ccncc3)no2)cc1,14,-10,-0.65,-4,0.1,0.2,-25,-4,-24
CCCCCCN(C(=O)CCCCCN1C(=O)NC(c2ccc(-c3ccccc3)cc2)C(C(=O)OCc2ccccc2)=C1C)C(C(=O)NCCCC)c1cccc(C(=O)OC)c1 (centres undefined),-17,-5,0.6,-1,/,/,-9,-12,-31
COc1ccccc1N1CCN(C(=O)c2ccc(S(=O)(=O)N3CCCC3)cc2)CC1,-1,-33,-0.45,-2,-0.8,1.5,-9,-6,-14[20 µM]
O=C1N=C(N2CCCCC2)S/C1=C\c1ccncc1,8,-11,-0.0043,0,1.8,1.6,2,-72,-15
O=C(Nc1ccc2oc(=O)ccc2c1)c1cccnc1Cl,6,-69,1.1,1,2.3,0.8,-7,0,-14[20 µM]
COc1cc(C)c(Cl)cc1S(=O)(=O)n1cnc(C)c1,35,-54,-0.36,-6,-0.8,0.1,0,-3,-8[20 µM]
COc1ccc(Oc2nc(-c3ccccc3)ncc2C(=O)O)cc1,0,18,/,-1,1.9,0.8,5,8,-11
CCOC(=O)c1cc2c(ccn2C)n1CC(=O)Nc1ccc(F)cc1,15,-42,0.33,-9,-1.1,-0.3,-24,-8,-16
CCC(C)(C)NC(=O)C(c1cccnc1)N(C(=O)c1csnn1)c1ccc(C)cc1 (centres undefined),22,0,-0.97,7,-0.6,0.6,-14,0,-24
CCOC(=O)C(CC)n1cnc2c(oc3ccccc32)c1=O (centres undefined),20,9,/,-3,0.8,0.5,-7,4,-19
Cc1cc(NS(=O)(=O)c2ccc(NC(=O)NC(C)(C(F)(F)F)C(F)(F)F)cc2)no1,15,-9,/,-1,-0.6,0.7,-3,-10,-21[20 µM]
CN1CCCN(C(=O)C2CCCCC2)CC1,10,-4,0.64,-6,0.7,0.9,-1,1,3
CNC(=S)N(Cc1ccco1)Cc1cc2cc3c(cc2[nH]c1=O)OCCO3,24,-63,-0.044,-3,0.5,0.0,-12,-12,-26
Cn1c(SCc2nnc(-c3ccccc3Br)o2)nc2sc3c(c2c1=O)CCC3,10,-128,-2.3,2,0.1,-0.9,-20,-10,-17
CCC1(CC)NC(=O)N(CC(=O)Nc2sc3c(c2C(N)=O)CCC3)C1=O,12,-70,/,1,0.2,0.9,48,-2,-4
CS(=O)(=O)N(CC(=O)Nc1ccc(Cl)c(Cl)c1)C1CCCCC1,2,2,-0.64,-3,1.4,0.8,-14,9,-15[20 µM]
CC1=C(CC/C(C)=N/NC(N)=S)C(C)(C)CCC1,4,-6,1.8,2,0.3,0.9,-19,-4,-16[20 µM]
CC(C)c1nnc(NC(=O)CCS(=O)(=O)c2nc(-c3cccs3)cc(C(F)(F)F)n2)s1,-1,3,-1.9,1,1.0,0.0,2,3,-12
C=CCNc1ncnc2c1cnn2-c1ccc(OC)cc1,41,-22,/,1,0.9,0.0,-5,0,-19
COc1ccc(C2(O)CCN(C(=O)NC3CCCCC3)CC2)cc1,17,0,-0.17,-3,1.2,-0.3,-3,8,-29

# For reference, 2 of the compounds above.
SMILES,PPC-1+TRAIL kill,Calpain2 inh,KCC2 mod,thrombin 1536,TRPN1 ag,TRPML3 ag,EBV gp42 block,TbHK1 inh,Furin inhibitor
CS(=O)(=O)N(CC(=O)Nc1ccc(Cl)c(Cl)c1)C1CCCCC1,2,2,-0.64,-3,1.4,0.8,-14,9,-15[20 µM]
CC1=C(CC/C(C)=N/NC(N)=S)C(C)(C)CCC1,4,-6,1.8,2,0.3,0.9,-19,-4,-16[20 µM]
